Assay outcomes (PubChem)
hIAP block: blocks human intestinal alkaline phosphatase; purified IAP, CDP-Star luminescence, 30 min; inhibition, % at 10 µM; 330,000 compounds, 0.12% hits; AID 2544;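 active means inhibition reaching a set limit with compound at 10 µM in the primary screen, cut at about 35% in these data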;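 further: plate controls were DMSO wells with enzyme for no effect and no-enzyme buffer wells for full effect; values of inactives mirror those of a sister screen read the other way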
Target sequence (P09923 whole entry, looked up): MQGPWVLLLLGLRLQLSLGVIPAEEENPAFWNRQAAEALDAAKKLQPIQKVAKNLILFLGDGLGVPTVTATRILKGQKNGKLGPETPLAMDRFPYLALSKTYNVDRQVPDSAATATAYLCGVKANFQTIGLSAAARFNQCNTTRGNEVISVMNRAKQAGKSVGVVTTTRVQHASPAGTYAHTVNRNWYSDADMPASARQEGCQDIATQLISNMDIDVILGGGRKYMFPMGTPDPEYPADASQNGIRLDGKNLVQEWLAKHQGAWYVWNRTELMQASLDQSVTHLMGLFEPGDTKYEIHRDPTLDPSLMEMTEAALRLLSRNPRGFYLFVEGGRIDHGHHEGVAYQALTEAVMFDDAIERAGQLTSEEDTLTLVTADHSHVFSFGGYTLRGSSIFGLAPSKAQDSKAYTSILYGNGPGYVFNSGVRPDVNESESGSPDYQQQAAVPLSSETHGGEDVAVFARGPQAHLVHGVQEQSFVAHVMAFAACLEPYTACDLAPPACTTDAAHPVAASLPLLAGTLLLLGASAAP
SENP1 inh: blocks the human SENP1 SUMO protease catalytic domain | Q9P0U3 | recombinant SENP1 catalytic domain, CyPet-SUMO1-YPet FRET cleavage | inhibition, % at 10 µM | 360,000 compounds, 0.21% hits | AID 624204;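 active means inhibition at least 30% at 10 µM, raw YFP signal under a set limit, fluorescence ratio 0.5 to 1.5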;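 further: 0% = enzyme with DMSO and 100% = no enzyme wells; some results filed as inactive read as strong as hits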
Target sequence (Q9P0U3 419-644 limits assumed): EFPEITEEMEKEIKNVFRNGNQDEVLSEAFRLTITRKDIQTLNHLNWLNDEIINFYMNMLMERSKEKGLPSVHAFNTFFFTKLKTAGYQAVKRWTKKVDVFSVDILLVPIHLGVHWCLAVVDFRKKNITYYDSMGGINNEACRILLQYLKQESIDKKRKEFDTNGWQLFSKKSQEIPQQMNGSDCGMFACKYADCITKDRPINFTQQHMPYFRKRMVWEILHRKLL
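Test system: hSENP1 catalytic domain, recombinant; Amount: 20 pM final SENP1 enzyme; Medium: Tris pH 8 buffer plus EDTA, NaCl, BME, BSA, NP40, catalase; Schedule: 50 min enzyme reaction, room temperature, light-protected; Technique: FRET fluorescence in CFP and YFP emission channels; Controls: no-enzyme wells low, DMSO-plus-enzyme wells high control.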
NLRP3 yeast inh: NALP3 inhibition in yeast | Yeast reconstituted NLRP3/ASC/caspase-1, beta-gal luminescence, 24 h | inhibition, % at 10 µM | 330,000 compounds, 0.39% hits | AID 2825;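 active means inhibition of 50% or more; inactive means inhibition below 50%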;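 further: plate controls were induced DMSO wells for no effect and uninduced yeast grown without galactose for full effect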
mIAP act: increases mouse intestinal alkaline phosphatase activity. muIAP, CDP-Star luminescence, 30 min; hits give high values; 1 = vehicle-only enzyme signal, 0 = enzyme-free wells. activation factor at 10 µM. 330,000 compounds, 0.24% hits. AID 2805;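 active means activation factor of at least 2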; further: the source names both 10 and 20 µM as test concentration; values of inactives mirror those of a sister screen read the other way
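Assay system: mouse IAP enzyme; Reagent: CDP-Star chemiluminescent phosphatase substrate; Compound: DMSO-dissolved test compounds; Incubation: 30 min, room temperature; Technique: luminescence from enzymatic CDP-Star hydrolysis; Controls: DMSO-only wells and no-enzyme negative control.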
A3G deaminase: blocks human APOBEC3G single-stranded DNA deamination | Q9HC16 | recombinant A3G, ssDNA deamination FAM/TAMRA fluorescence | inhibition, % at 20 µM | 330,000 compounds, 0.28% hits;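 active means inhibition of at least 40% at 20 µM, with no more than 30% in the related APOBEC3A deaminase screen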;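 further: plate controls were DMSO wells with A3G for no effect and wells lacking A3G enzyme for full effect; some compounds called inactive have numbers as strong as hits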
A3A deaminase: inhibitors of human APOBEC3A DNA deaminase; P31941; recombinant A3A, FAM/TAMRA ssDNA deamination fluorescence; inhibition, % at 20 µM; 330,000 compounds, 0.41% hits;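 active means at least 40% inhibition at 20 µM here, with at most 30% in a related deaminase screen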;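 further: plate controls were A3A with DMSO for no effect and wells lacking A3A enzyme for full effect; some results filed as inactive read as strong as hits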
Target sequence (P31941 whole entry, looked up): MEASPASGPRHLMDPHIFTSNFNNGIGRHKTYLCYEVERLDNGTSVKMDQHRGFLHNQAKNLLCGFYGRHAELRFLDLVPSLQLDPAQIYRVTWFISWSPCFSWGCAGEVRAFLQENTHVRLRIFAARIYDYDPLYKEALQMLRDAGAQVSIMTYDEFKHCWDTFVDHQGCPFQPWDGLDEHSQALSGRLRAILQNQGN
hIAP act: human IAP activation; purified human IAP, CDP-Star luminescence, 30 min; hits give high values; 1 = vehicle-only enzyme, 0 = enzyme-free background; P09923; activation factor at 10 µM; 330,000 compounds, 0.16% hits;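 active means activation factor of the enzyme at least 2-fold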; further: the source names both 10 and 20 µM as test concentration; values of inactives mirror those of a sister screen read the other way
mIAP block: blocks mouse intestinal alkaline phosphatase; purified mouse IAP, CDP-Star luminescence, 30 min; inhibition, % at 10 µM; 330,000 compounds, 0.2% hits; AID 2806;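 active means inhibition of at least 40% at 10 µM in the primary screen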;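 further: plate controls were DMSO with enzyme for no effect and no enzyme wells for full effect; values of inactives mirror those of a sister screen read the other way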
MIN6 prolif: MIN6 beta-cell proliferation induction; MIN6 cells proliferation, ATPlite luminescence, 48 h; cells starved in 0.2% serum; 100% = growth in 10% serum; proliferation, % at 10 µM; 330,000 compounds, 0.29% hits;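 active means compounds whose signal lies at least 3.5 SD above the mean of all wells on their plate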;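 further: 0% = DMSO-treated cells in low-serum medium and 100% = 10% serum control; some compounds called inactive have numbers as strong as hits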
The depositor's hits bear a star; / = no result given. Not all compounds are listed (hit frequency here may not be typical).

nr | canonical_smiles | hIAP block | SENP1 inh | NLRP3 yeast inh | mIAP act | A3G deaminase | A3A deaminase | hIAP act | mIAP block | MIN6 prolif
1 | O=C(Nc1ccc(F)cc1F)N1CCN(c2ncccn2)CC1 | 13.3 | -1.7 | 4.9 | 0.917 | -6.4 | -4.7 | 0.867 | 8.3 | 2.0
2 | O=C(NCCCN1CCOCC1)c1cc(-c2ccc(F)cc2)no1 | 2.8 | 1.1 | 18.6 | 1.07 | 21.5 | -0.2 | 0.972 | -6.7 | -6.2
3 | Nc1ccn(CC(=O)NCc2ccccc2)c(=O)n1 | -0.7 | -0.3 | 7.7 | 1.05 | -9.7 | -2.2 | 1.01 | -5.0 | 2.4
4 | CN(C(=O)CSc1nnc(C2CC2)n1-c1ccccc1)C1CCS(=O)(=O)C1 (stereo not given) | -1.9 | -0.3 | -4.8 | 1.01 | -6.5 | 1.5 | 1.02 | -0.9 | -5.9
5 | CCC(=O)NC(=S)Nc1cccc(NC(=O)c2ccco2)c1 | -8.4 | 1.5 | 9.0 | 1.02 | -2.5 | -2.8 | 1.08 | -1.7 | -1.1
6 | CCc1cc2c(SCC(=O)NCC3CCCO3)ncnc2s1 (stereo not given) | -1.9 | -6.7 | 0.0 | 0.877 | -7.4 | -4.7 | 1.02 | 12.3 | 0.2
7 | O=S(=O)(c1ccccc1)[C@@]1(c2ccccc2)C[C@@H]2ON=C(c3cccc(-c4ccccc4)c3)[C@@H]2C1 | 13.6 | 0.2 | 7.6 | 1.02 | -5.6 | 0.2 | 0.864 | -1.8 | -5.7
8 | Nc1ccccc1Nc1cc(-c2ccccc2)nn1-c1ccccc1 | 9.0 | 27.8 | 4.0 | 0.957 | -7.1 | -3.3 | 0.91 | 4.3 | -1.7
9 | COc1ccc(/C=N/N=C2/NC(=O)C(CC(=O)O)S2)cc1OCc1ccccc1Cl (stereo not given) | -1.0 | 1.3 | -3.0 | 0.858 | -4.1 | -1.8 | 1.01 | 14.2 | -1.2
10 | Cc1cc(C)c(C)c(OCCOCCN2CCN(C)CC2)c1 | -4.7 | 2.7 | 4.9 | 1.08 | -2.2 | 2.1 | 1.05 | -7.6 | -0.6
11 | CCn1c(=O)c2sccc2n2c(CCCC(=O)NCCc3ccc(S(N)(=O)=O)cc3)nnc12 | -17.8 | 0.2 | 12.4 | 1.03 | -7.2 | -4.1 | 1.18 | -3.0 | -3.9
12 | COc1cccc(CN2C(=O)CCC2(C)C(=O)NC2CCCCC2)c1 (stereo not given) | -13.8 | 0.5 | 14.9 | 1.05 | -3.8 | 3.4 | 1.14 | -4.8 | -3.2
13 | O=C1c2cccc3cc([N+](=O)[O-])cc(c23)C(=O)N1/N=C/c1ccc(O)cc1O | -53.0 | 19.6 | -13.3 | 0.885 | 6.8 | 6.8 | 1.53 | 11.5 | -5.7
14 | S=C(c1cn(Cc2ccc(Br)cc2)c2ccccc12)N1CCOCC1 | 6.8 | -0.5 | 11.5 | 0.816 | -6.9 | -1.0 | 0.932 | 18.4 | 0.0
15 | Cc1ccc(C)c(NC(=O)CS(=O)(=O)c2c[nH]c3ccccc23)c1 | -3.1 | 1.0 | 6.0 | 1.04 | -7.3 | 1.5 | 1.03 | -3.9 | -3.7
16 | Cc1ccccc1CNC(=O)C1CCC(=O)N(C2CC2)C1 (stereo not given) | -13.1 | 0.2 | -0.2 | 0.947 | -5.8 | -0.3 | 1.13 | 5.3 | -5.6
17 | O=C(NC1CCCCC1)N1CCc2[nH]c3ccccc3c2C1 | 1.2 | -18.3 | 8.0 | 0.969 | -1.4 | -2.0 | 0.988 | 3.1 | -0.2
18 | O=C(Oc1ccc(OC(=O)C2CCC2)cc1)C1CCC1 | -10.9 | 1.8 | 11.2 | 0.924 | -7.3 | -3.7 | 1.11 | 7.6 | -2.5
19 | N#Cc1sc(NCc2ccccc2)nc1Cl | 0.4 | -2.3 | 3.6 | 1.03 | -6.2 | -3.2 | 0.996 | -2.7 | -2.2
20 | O=C(NC1CCCC1)C(c1ccncc1)N(C(=O)Cc1cccs1)c1cccc(F)c1 (stereo not given) | 4.9 | 1.7 | 6.1 | 0.993 | -5.5 | 0.6 | 0.951 | 0.7 | 0.0
21 | CC(C)CCNC(=O)COC(=O)/C=C/c1ccc2ccccc2n1 | 12.7 | -0.7 | 9.2 | 0.933 | -7.1 | 0.3 | 0.873 | 6.7 | 7.2*
22 | NC(=O)CN1C(=O)NC2(CCOc3ccccc32)C1=O (stereo not given) | 5.7 | 1.6 | 1.8 | 1.04 | -2.2 | 0.4 | 0.943 | -3.9 | 0.0
23 | COc1ccc(CNC(=S)Nc2cccc(C)c2C)cc1 | 17.9 | -0.2 | 12.6 | 1.08 | -6.2 | 3.0 | 0.821 | -8.1 | -2.9
24 | O=C(Nc1ccc(Br)cc1)C1CC(O)CN1C(=O)OCc1ccccc1 (stereo not given) | 2.1 | -1.3 | -16.2 | 1.05 | -9.8 | -3.5 | 0.979 | -4.7 | 10.8*
25 | CC(=O)/C(=N\Nc1ccc(Cl)cc1Cl)Sc1nnc(-c2ccccc2)n1-c1ccccc1 | 1.0 | 2.3 | 17.4 | 0.891 | -6.0 | 4.0 | 0.99 | 10.9 | 0.0
26 | COc1ccccc1CN(C)C(=O)c1ccc(S(=O)(=O)Nc2c(C)n(C)n(-c3ccccc3)c2=O)cc1 | 15.0 | 1.6 | 5.2 | 0.936 | -7.8 | -1.6 | 0.85 | 6.4 | -2.1
27 | COc1ccc(CNC(=S)Nc2ccccc2F)cc1 | -24.1 | 1.0 | 20.5 | 1.17 | -8.1 | -6.3 | 1.24 | -17.2 | -2.6
28 | O/C=c1\ccc2cccc3nc(C(F)(F)F)nc1c23 | 18.5 | -22.5 | 3.3 | 0.643 | 37.4 | 53.0 | 0.815 | 35.7 | -5.1
29 | Cc1cc(C)c(C(=O)CN2C(=O)C(=O)N(C3CCCC3)C2=O)cc1C | -3.3 | -1.9 | 5.1 | 1.06 | 3.7 | -3.9 | 1.03 | -6.0 | -4.1
30 | CCOC(=O)C1CCCN(C(=O)c2ccc3ncsc3c2)C1 (stereo not given) | -6.7 | 2.3 | 16.7 | 0.966 | -2.7 | -1.0 | 1.07 | 3.4 | 1.7
31 | COc1ccc(NC(=O)CN2C(=O)COc3ccc(S(=O)(=O)N4CCOCC4)cc32)cc1 | 0.3 | 1.4 | 3.7 | 0.997 | 0.9 | 0.1 | 0.997 | 0.3 | -3.3
32 | COc1ccccc1C(=O)Nc1ccc(-c2nnn(CC(=O)NCc3ccco3)n2)cc1 | -8.7 | -0.6 | 3.5 | 0.978 | -3.4 | 5.5 | 1.09 | 2.2 | -4.2
33 | Cc1ccc(NC(=O)CN2C(=O)S/C(=C\c3ccc(-c4cccc(C(=O)O)c4C)o3)C2=O)cc1 | -3.1 | / | 14.5 | 0.823 | -6.5 | 5.7 | 1.03 | 17.7 | -0.5
34 | COc1ccc(NC(=O)c2ccc(CN3CCc4ccccc4C3)cc2)cc1OC | -16.3 | -14.8 | 24.2 | 1.11 | -0.1 | -3.7 | 1.16 | -10.7 | -1.8
35 | O=C(CSc1ccc(-c2ccc(-n3cccn3)cc2)nn1)Nc1ccccc1F | -2.3 | -1.5 | 1.8 | 1.01 | -11.1 | -1.8 | 1.02 | -1.5 | -0.6
36 | Cc1cc(C2C(C#N)=C(N)OC3=C2C(=O)CC(C)(C)C3)c(C)s1 (stereo not given) | -12.8 | 1.0 | -3.5 | 0.992 | -0.3 | -6.8 | 1.13 | 0.8 | -4.8
37 | O=C(N/N=C/c1ccc(O)cc1O)c1ccc(NC(=O)C2CCCCC2)cc1 | -97.3 | -114.8 | 5.9 | 0.897 | -7.6 | -2.7 | 1.97 | 10.3 | -5.6
38 | Nc1nonc1-n1nnc(C(=O)N/N=C/c2cccc(F)c2)c1-c1ccc2c(c1)OCO2 | 1.6 | 2.2 | 5.0 | 0.925 | -2.7 | -3.0 | 0.984 | 7.5 | -1.8
39 | COC(=O)c1ccc(NS(=O)(=O)c2ccc3c(c2)oc(=O)n3C)cc1 | -25.2 | 0.1 | -6.0 | 1.16 | 4.2 | 1.5 | 1.25 | -16.4 | -4.5
40 | Cc1cc(C)cc(NC(=O)CCNS(=O)(=O)c2ccc3c(c2)oc(=O)n3C)c1 | 10.6 | 3.3 | 10.1 | 0.981 | -6.4 | -3.1 | 0.894 | 1.9 | -0.3
41 | O=C(COC(=O)c1cccc(S(=O)(=O)N2CCN(c3ccc(F)cc3)CC2)c1)NCC1CCCO1 (stereo not given) | 17.7 | 0.9 | -3.2 | 0.976 | -7.5 | 3.3 | 0.823 | 2.4 | -3.4
42 | CCC1CCCCN1C(=O)CSc1nc2c(cnn2-c2ccc(C)cc2)c(=O)[nH]1 (stereo not given) | 15.6 | 0.1 | 1.7 | 0.969 | -9.0 | 0.4 | 0.844 | 3.1 | -1.6
43 | C1CNCCOCCNCCN1 | 1.9 | 3.2 | 11.8 | 0.97 | -1.8 | -0.1 | 0.981 | 3.0 | -1.5
44 | COc1ccc(CNC(=O)C(C#N)c2nc3ccccc3nc2N2CCCC2)cc1 (stereo not given) | 14.6 | 6.2 | 26.8 | 0.893 | -2.9 | -1.9 | 0.854 | 10.7 | -2.5

A stretch taken from the entries so far, for reference:
nr | canonical_smiles | hIAP block | SENP1 inh | NLRP3 yeast inh | mIAP act | A3G deaminase | A3A deaminase | hIAP act | mIAP block | MIN6 prolif
36 | Cc1cc(C2C(C#N)=C(N)OC3=C2C(=O)CC(C)(C)C3)c(C)s1 (stereo not given) | -12.8 | 1.0 | -3.5 | 0.992 | -0.3 | -6.8 | 1.13 | 0.8 | -4.8
37 | O=C(N/N=C/c1ccc(O)cc1O)c1ccc(NC(=O)C2CCCCC2)cc1 | -97.3 | -114.8 | 5.9 | 0.897 | -7.6 | -2.7 | 1.97 | 10.3 | -5.6
38 | Nc1nonc1-n1nnc(C(=O)N/N=C/c2cccc(F)c2)c1-c1ccc2c(c1)OCO2 | 1.6 | 2.2 | 5.0 | 0.925 | -2.7 | -3.0 | 0.984 | 7.5 | -1.8
39 | COC(=O)c1ccc(NS(=O)(=O)c2ccc3c(c2)oc(=O)n3C)cc1 | -25.2 | 0.1 | -6.0 | 1.16 | 4.2 | 1.5 | 1.25 | -16.4 | -4.5
40 | Cc1cc(C)cc(NC(=O)CCNS(=O)(=O)c2ccc3c(c2)oc(=O)n3C)c1 | 10.6 | 3.3 | 10.1 | 0.981 | -6.4 | -3.1 | 0.894 | 1.9 | -0.3
41 | O=C(COC(=O)c1cccc(S(=O)(=O)N2CCN(c3ccc(F)cc3)CC2)c1)NCC1CCCO1 (stereo not given) | 17.7 | 0.9 | -3.2 | 0.976 | -7.5 | 3.3 | 0.823 | 2.4 | -3.4
42 | CCC1CCCCN1C(=O)CSc1nc2c(cnn2-c2ccc(C)cc2)c(=O)[nH]1 (stereo not given) | 15.6 | 0.1 | 1.7 | 0.969 | -9.0 | 0.4 | 0.844 | 3.1 | -1.6
43 | C1CNCCOCCNCCN1 | 1.9 | 3.2 | 11.8 | 0.97 | -1.8 | -0.1 | 0.981 | 3.0 | -1.5
